High-throughput results: PubChem BioAssay, several laboratories
Vc quorum ag = inducers of Vibrio cholerae quorum light production without autoinducers | V. cholerae BH1578 lux reporter, luminescence, 6 h | activation, % at 18.7 µM | actives 0.16% (n = 350,000) | AID 588436; in the data active = activation mostly above about 9.7%, no sharp cut-off; also: not every result past the cut was called active; inactives centre near 0; reference of the scale not given here
Anthrax LF prot = inhibitors of Bacillus anthracis lethal factor protease. P15917. multiplex microsphere protease cleavage assay, LF. inhibition, % at 10 µM. actives 0.12% (n = 360,000). AID 588501; in the data active = inhibition above about 30%; also: plate controls were buffer without enzyme for full effect and enzyme alone for no effect
Target sequence (P15917 whole entry, looked up): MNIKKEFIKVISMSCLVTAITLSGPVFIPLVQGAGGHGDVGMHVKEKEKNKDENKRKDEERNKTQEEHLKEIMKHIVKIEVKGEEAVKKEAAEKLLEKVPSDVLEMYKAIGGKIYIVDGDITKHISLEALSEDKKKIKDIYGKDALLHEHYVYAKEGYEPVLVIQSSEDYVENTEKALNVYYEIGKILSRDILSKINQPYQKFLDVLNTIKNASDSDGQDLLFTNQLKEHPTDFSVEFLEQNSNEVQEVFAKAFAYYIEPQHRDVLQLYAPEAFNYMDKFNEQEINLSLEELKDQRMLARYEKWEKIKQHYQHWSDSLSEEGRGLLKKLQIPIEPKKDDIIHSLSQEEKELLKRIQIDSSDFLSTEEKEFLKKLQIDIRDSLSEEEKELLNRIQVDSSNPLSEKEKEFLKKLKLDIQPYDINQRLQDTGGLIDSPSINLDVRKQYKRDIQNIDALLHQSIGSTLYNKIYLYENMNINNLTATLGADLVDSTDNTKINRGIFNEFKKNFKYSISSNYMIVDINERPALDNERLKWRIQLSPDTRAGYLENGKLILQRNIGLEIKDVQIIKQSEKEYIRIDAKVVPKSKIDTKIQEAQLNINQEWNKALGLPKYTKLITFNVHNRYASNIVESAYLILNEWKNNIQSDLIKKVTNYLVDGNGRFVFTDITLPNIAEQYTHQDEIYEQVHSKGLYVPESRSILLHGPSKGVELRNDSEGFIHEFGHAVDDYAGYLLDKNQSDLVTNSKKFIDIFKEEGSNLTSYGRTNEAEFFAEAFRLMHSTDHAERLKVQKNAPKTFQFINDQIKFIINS
3CLpro inhibitor = SARS-CoV 3CLpro protease inhibition | P0C6X7 | recombinant SARS-CoV 3CLpro, quenched FRET peptide cleavage | inhibition, % at 6 µM | actives 0.14% (n = 290,000) | AID 1706; in the data active = inhibition above about 12%
Y pestis TopoI = inhibitors of Yersinia pestis topoisomerase I. activity, % at 10 µM. Y. pestis Topo-I cleavage product accumulation, plate reader. actives 0.064% (n = 360,000); in the data active = activity above about 50%, passing the limit was not always enough; also: inactives centre near 2
VHR inh abs = blocks human VHR1 dual specificity phosphatase. inhibition, % at 13.3 µM. actives 0.52% (n = 290,000). recombinant VHR phosphatase, pNPP absorbance. P51452. AID 1654; in the data active = inhibition above about 50%; also: some compounds called inactive have numbers as strong as hits
Target sequence (P51452 whole entry, looked up): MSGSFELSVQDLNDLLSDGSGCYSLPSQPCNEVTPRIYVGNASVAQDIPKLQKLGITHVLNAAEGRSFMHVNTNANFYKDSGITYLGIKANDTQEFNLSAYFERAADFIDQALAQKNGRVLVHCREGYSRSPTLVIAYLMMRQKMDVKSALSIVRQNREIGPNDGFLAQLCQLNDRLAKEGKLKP
PfHsp40 yeast = compounds rescuing yeast from Plasmodium falciparum HSP40 toxicity; actives 0.68% (n = 340,000); AID 504582; growth rescue, % at 12.5 µM; S. cerevisiae expressing PfHsp40, growth rescue, ATP luminescence; in the data active = growth rescue above about 28%, passing the limit was not always enough;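 also: yeast W303a lacking pdr1 and pdr3 grown in galactose medium; growth measured after three days at 30 °C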
TcdB GH inh = inhibitors of Clostridioides difficile toxin B glycohydrolase. P18177. TcdB glycohydrolase enzymatic assay, plate reader. inhibition, % at 9.99 µM. actives 0.24% (n = 350,000); in the data active = inhibition above about 10%
PriA SSB inh = K. pneumoniae PriA-SSBct interaction inhibition; AlphaScreen SSBct-PriA binding, biotinylated peptide; inhibition, % at 33 µM; AID 1272365; actives 0.6% (n = 430,000); in the data active = inhibition mostly above about 37%, no sharp cut-off; inactive = mostly below about 20%;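 also: plate controls were negative control peptide for no effect and reference peptide for full effect; strong numbers were not always called active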
MazEF act = MazEF (E. coli) toxin RNase activation; P0AE70; FAM/BHQ RNA-DNA oligo cleavage fluorescence, 5 h; activation, % at 20 µM; actives 0.32% (n = 350,000); AID 504720; in the data active = activation above about 50%
Target sequence (P0AE70 whole entry, looked up): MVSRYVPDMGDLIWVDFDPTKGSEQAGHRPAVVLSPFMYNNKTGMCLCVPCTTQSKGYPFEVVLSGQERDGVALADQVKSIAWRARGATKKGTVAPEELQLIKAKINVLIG
Rv3671c protease = inhibits the M. tuberculosis serine protease Rv3671c. P9WHR9. inhibition, % at 5.96 µM. actives 0.048% (n = 320,000). AID 2606; in the data active = inhibition above about 38%;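 also: extracellular domain of Rv3671c used as enzyme; 0% = enzyme with DMSO and 100% = no enzyme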
Numbers without * were called inactive; i = inactive; . = not tested or not shown. This is a subset; the hit share may differ from the screen's.

Values run as follows: 3CLpro inhibitor, PfHsp40 yeast, Vc quorum ag, Anthrax LF prot, Rv3671c protease, MazEF act, PriA SSB inh, VHR inh abs, Y pestis TopoI, TcdB GH inh
- CCc1nnc(NC(=O)CSc2nc3ccccc3s2)s1
→ -2.5, -0.1, -2.0, -2.4, 4.6, 4.9, -5.4, 10.0, 8.4, .
- CN(C(=O)c1cccc(NC(=O)Cc2ccc(NC(=O)C3CCN(C(=O)C4CCCCC4)CC3)cc2)c1)C1CCCCC1
→ ., 0.0, i, -3.3, ., 4.1, -1.7, ., 26.8, 1.8
- COc1ccc(N2CCN(C(=O)CSc3ccccc3)CC2)cc1
→ -1.8, -1.1, i, -0.3, 9.5, -5.4, -7.3, 3.6, 11.7, .
- COc1nc(C)cc(C)c1S(=O)(=O)c1ccccc1C
→ 2.6, -3.0, i, -6.6, -3.0, 0.3, -5.5, 11.3, 4.7, 1.4
- COc1ccc(NS(=O)(=O)c2cccc(C(=O)OCC(=O)Nc3cc(C)on3)c2)cc1
→ 2.8, -1.5, i, 0.5, -9.9, 3.3, -4.2, 6.8, 12.7, .
- CC1(C)OC(=O)C(=NNc2ccc(Cl)cc2)C(=O)O1
→ -1.9, 0.3, -6.2, -1.4, -8.6, -0.7, -6.1, 13.3, 1.8, .
- COc1ccc(S(=O)(=O)N2CCN(c3nn(C)c(=O)n(C)c3=O)CC2)cc1
→ ., -0.7, i, 0.2, -7.2, 2.0, -9.6, ., -6.7, 0.0
- COc1ccc(N2CCN(CC(O)COc3c(OC)cccc3OC)CC2)cc1 (stereo not given)
→ 1.9, 1.4, -1.3, -2.2, 2.0, -1.8, 10.5, ., 10.2, 0.0
- Cc1cccc([C@@H]2[C@@H]3C(=O)N(Cc4ccccc4)C(=O)[C@@H]3[C@]3(CC(C)C)C(=O)N(c4cccc(Cl)c4)C(=O)N23)c1
→ 4.6, 0.6, -0.4, -3.3, -14.7, -8.3, -8.9, 8.9, 4.1, 1.6
- CCCCOc1cccc(C2C(C(=O)c3ccc(C)o3)=C(O)C(=O)N2c2nnc(C)s2)c1 (stereo not given)
→ 1.3, 0.1, -1.7, 2.8, ., 154.5*, 1.1, 24.9, 22.5, 2.0
- Cc1ccc2[nH]c(=O)c(CN(CC3CCCO3)S(=O)(=O)c3cccc4nsnc34)cc2c1 (stereo not given)
→ -0.6, -1.0, i, -1.0, -1.5, -6.6, 0.7, 18.0, 15.5, .
- NS(=O)(=O)c1ccc(-c2ccc(/C=C3\SC(=S)N(C4CCS(=O)(=O)C4)C3=O)o2)cc1 (stereo not given)
→ -2.3, 1.5, i, 45.7*, -4.2, -34.6, 1.5, 12.5, -14.0, 0.2
- CN(C)CCC(=O)N1c2ccccc2Sc2ccc(C(F)(F)F)cc21
→ -1.0, -0.1, -0.1, -8.8, 4.4, 2.5, 0.6, -3.8, -3.8, 2.3
- CCOC(=O)CSc1nnc(Cc2ccc(OC)cc2)n1-c1ccccc1
→ -2.6, -0.5, 3.8, -0.8, -7.6, 2.8, -23.4, -10.4, 14.4, .
- COc1ccc(OC)c(NC(=O)CSc2nc(N)c(-c3ccccc3)c(=O)[nH]2)c1
→ 0.2, -1.4, ., -2.9, -13.3, -0.2, -6.5, 3.5, 4.5, 0.3
- Cn1c(NCCc2ccncc2)nc2cc(-c3ccsc3)sc2c1=O
→ ., ., -1.2, -4.5, ., ., ., ., 25.7, 1.3
- Cc1ccc(C(=O)CCC(=O)Nc2cccc(C(F)(F)F)c2)cc1C
→ 7.5, -0.3, -0.2, 0.7, -14.8, -0.4, 6.4, ., 7.1, .
- O=C(Nc1nnc(-c2ccccc2Cl)s1)c1ccccc1F
→ -2.3, 1.3, i, -6.8, ., -4.7, 3.5, 5.2, -3.9, 2.3
- COc1ccc(C[C@](C)(N)C(=O)O)cc1OC
→ ., 1.1, i, -6.1, 2.3, 6.3, ., ., -6.6, -24.3
- C=CCn1c(Cc2cccs2)nnc1SCC(=O)Nc1ccc(OC)c(OC)c1
→ -3.1, -0.1, i, 5.4, 3.6, -0.6, 3.8, 11.9, 7.8, .
- Cc1ccc(CNC(=O)C2CCC(=O)N(Cc3cccc(F)c3)C2)s1 (stereo not given)
→ ., ., i, -1.4, ., -2.2, ., ., 6.6, 0.3
- COc1cccc(-c2ncc3ccccc3c2COC(=O)c2ccccc2C(=O)O)c1
→ ., 1.8, -0.6, 1.5, -1.4, -4.5, -5.2, ., 7.9, -0.4
- COc1ccccc1OCCn1nnc2ccccc21
→ -2.0, -1.8, 0.8, 8.7, -2.6, 4.8, -1.5, 4.9, -0.2, 0.2
- CC(C)Nc1nc(-c2ccccc2)nnc1-c1ccccc1
→ 2.5, 0.5, i, 0.2, -0.9, 6.3, -3.6, -2.8, 15.7, 0.2
- CCN(CC)C(=O)COc1ccc(/C(C)=N/NC(=O)c2ccccc2-n2cccc2)cc1
→ 3.6, 1.1, -0.4, -0.8, 2.5, 14.8, ., 16.3, 15.1, 0.7
- C=CCNc1c2c(nc3ncnn13)CC(C)CC2 (stereo not given)
→ 0.3, 0.8, -0.9, -4.8, -9.2, 3.8, -8.9, 0.6, -1.6, 1.8
- CC1CCN(S(=O)(=O)c2ccc3c(c2)oc(=O)n3C)CC1
→ 5.2, -0.6, -0.2, -3.9, 4.0, -7.1, -7.7, 18.1, -5.8, 1.1
- COC(=O)/C=C1\SC(=NC(=O)c2ccc(C)cc2)NC1=O
→ -2.4, -0.4, -0.8, -4.2, 6.8, -3.9, -9.3, -2.6, -0.1, 2.3
- CCOC(=O)c1sc(=NC(=O)c2ccccc2Br)n(C)c1C
→ -4.9, -0.4, -2.1, -4.0, 2.5, -10.4, -3.1, 14.0, 0.0, 0.2
- O=C(CCN1C(=O)/C(=C/c2ccccc2)SC1=S)N1CCCCCC1
→ 4.8, -0.2, -0.2, -1.9, -8.0, -7.2, -2.0, -2.6, 25.9, 0.9

Two records drawn at random from those above, as already listed:
Values run as follows: 3CLpro inhibitor, PfHsp40 yeast, Vc quorum ag, Anthrax LF prot, Rv3671c protease, MazEF act, PriA SSB inh, VHR inh abs, Y pestis TopoI, TcdB GH inh
- Cn1c(NCCc2ccncc2)nc2cc(-c3ccsc3)sc2c1=O
→ ., ., -1.2, -4.5, ., ., ., ., 25.7, 1.3
- NS(=O)(=O)c1ccc(-c2ccc(/C=C3\SC(=S)N(C4CCS(=O)(=O)C4)C3=O)o2)cc1 (stereo not given)
→ -2.3, 1.5, i, 45.7*, -4.2, -34.6, 1.5, 12.5, -14.0, 0.2

(cont.)
Values run as follows: 3CLpro inhibitor, PfHsp40 yeast, Vc quorum ag, Anthrax LF prot, Rv3671c protease, MazEF act, PriA SSB inh, VHR inh abs, Y pestis TopoI, TcdB GH inh
- COCCN(C(=O)CSc1nc2ccc(OC)cc2[nH]1)c1c(N)n(Cc2ccccc2)c(=O)[nH]c1=O
→ ., -1.4, i, -0.1, 3.0, -4.1, -11.2, ., -0.8, -0.2
- CC(CCc1ccccc1)NC(=O)CCC(=O)N1CCC(C(=O)O)CC1 (stereo not given)
→ 3.0, 20.3, 0.3, 13.2, -6.6, 3.9, -15.9, 16.0, 0.6, 1.1
- COc1cccc(-c2nnc(SCC(=O)OC(C)C)n2N)c1
→ -4.7, 7.6, -2.6, -2.9, -1.4, -6.1, 4.4, 11.9, 8.1, .
- Cc1ccc(SCc2ccc(C(=O)Nc3nccs3)o2)cc1
→ -2.5, 3.5, 1.1, -4.2, -9.2, -3.1, -3.3, 19.2, 20.3, 0.2
- N#Cc1ccc(C(=O)OCC(=O)Nc2cccc(S(=O)(=O)NC3=NCCC3)c2)cc1
→ ., -0.2, 0.5, -4.6, 7.9, -12.5, 1.9, ., -7.0, 0.2
- CCC(c1nnnn1CCOC)N1CCN(Cc2ccccc2)CC1 (stereo not given)
→ -0.6, 0.4, -0.3, -1.0, 1.9, 4.0, -18.1, -5.0, -8.7, .
- Cc1ccc(N(C(C)C(=O)Nc2c(C)n(C)n(-c3ccccc3)c2=O)S(C)(=O)=O)cc1C (stereo not given)
→ -2.5, 0.3, -0.5, 3.4, -4.5, -3.9, -5.4, 5.6, 2.9, 1.8
- CCC1(C)C(Nc2c(C)cccc2C)=NC(=S)N1c1ccc(NC(C)=O)cc1 (stereo not given)
→ 1.4, -0.4, -1.1, 0.0, -16.4, 13.9, -11.4, 13.6, 2.3, .
- Cc1ccccc1CS(=O)(=O)Cc1ccc(C(=O)N2CCC3(CC2)OCCO3)o1
→ -5.7, -0.3, -0.6, -2.0, 5.5, 2.4, -0.6, 50.8*, -7.3, 0.6
- O=C(Nc1ccc(Cl)cn1)c1ccccc1[N+](=O)[O-]
→ -0.7, -0.2, -0.9, -3.5, 7.0, 2.5, -14.7, -7.5, 14.9, 1.9
- CCCCCCn1c(N2CCCC2)nc2c1c(=O)n(C)c(=O)n2C
→ 4.7, -0.8, -0.9, 0.6, 0.2, 7.5, 2.0, 13.4, 23.6, 0.6
- CCn1c(CNC(=O)c2ccccc2Br)nnc1SCC(=O)Nc1nncs1
→ 2.7, -1.1, -0.4, 1.1, -8.4, 3.4, -8.8, -26.9, 0.8, 1.1
- O=C(O)c1cccc(Oc2ccc([N+](=O)[O-])cc2)c1
→ 0.5, -1.2, -0.3, -5.9, 1.6, 0.4, -7.0, -6.1, -0.8, .
- Cc1ccc(S(=O)(=O)N2CCCN(S(=O)(=O)c3ccc(C(F)(F)F)cc3)CC2)cc1
→ 0.2, -1.0, -1.4, 0.1, 10.0, 2.2, -11.4, 32.0, -3.0, .
- COc1ccc(/C=N/NC(=O)c2cc(-c3ccccc3)nc3ccccc23)c(OC)c1
→ 2.1, -0.1, i, -8.7, -125.5, -10.3, ., -23.8, 22.3, 1.8
- CCCS(=O)(=O)NC(=O)C1(C)CCCN(C(=O)c2cccc3ccccc23)C1 (stereo not given)
→ ., ., -1.6, -1.3, ., ., ., ., -3.3, -1.5
- CC(=O)Nc1ccc(S(=O)(=O)N(C)CC(=O)OCC(=O)N(C)c2ccccc2)cc1
→ -5.6, -0.8, -0.3, -1.6, -6.9, 0.9, -2.7, 20.2, 4.5, -1.5
- CC(NC(=O)[C@H](C)NC(=O)[C@@H]1CSC2c3ccccc3C(=O)N21)c1ccccc1 (stereo not given in full)
→ -4.3, 0.6, -2.2, -2.0, -3.4, 5.7, 5.8, 21.1, 2.2, 1.1
- O=C(NC(=S)Nc1ncccn1)c1ccccc1Br
→ 2.4, -0.6, -0.1, -7.7, -11.0, 4.9, -5.4, -3.5, -0.6, -0.4
- CC(C)CCNC(=O)[C@@H](NC(=O)c1c(F)cccc1F)C(C)C
→ 0.6, 7.3, -0.4, -26.1, -2.2, -5.4, -22.0, 3.0, 9.9, .
- O=C(c1cccc(Cl)c1)N1CCN(Cc2ccccc2F)CC1
→ -2.9, -0.5, i, -3.5, 4.7, 3.6, -11.2, 0.1, 5.1, .
- CCOC(=O)C(=O)Nc1cccc(C(=O)OCC)c1
→ 0.4, -0.4, -2.1, -1.3, 6.9, 0.1, 3.8, -2.9, -4.3, -1.0
- CCN(C(=O)CSc1nc2cc(Cl)ccc2c(=O)n1Cc1ccco1)C1CCS(=O)(=O)C1 (stereo not given)
→ -0.5, 0.5, i, -2.4, -13.3, 6.4, 2.1, 13.0, 7.9, 0.9
- Cc1ccc(S(=O)(=O)N(C)CC(=O)Oc2ccc(-c3nnco3)cc2)cc1
→ ., 0.0, i, -1.7, -5.7, 2.2, 2.8, ., 14.6, 2.0
- C=C(C)c1ccccc1
→ ., -1.9, -0.4, -1.4, 6.2, 3.3, 3.6, ., -1.7, -0.1
- FC(F)(F)c1cccc(Cn2nnnc2-c2ccc(Cl)cc2)c1
→ 4.2, 2.1, -1.2, 0.4, 5.4, 3.3, -65.4, -22.7, 24.6, .
- O=C(CCC(=O)OCC(=O)c1ccc(C(F)(F)F)cc1)OCC(=O)c1ccc(C(F)(F)F)cc1
→ -0.1, ., 0.3, ., 7.8, -8.6, -16.4, 10.0, 4.1, 0.7
- O=C(CCN1C(=O)COc2ccccc21)N1CCC2(CC1)OCCO2
→ -2.1, 1.2, -0.7, 0.0, 4.1, -3.5, -7.9, 3.6, -1.5, .
- CCc1ccc2[nH]c(=O)c(CN(CCCN3CCOCC3)C(=O)Nc3ccccc3)cc2c1
→ -0.8, -0.9, i, 1.6, -3.0, -3.9, -12.9, 4.0, 13.0, .
